Bcl-B displacement – displacers of TR3 peptide from Bcl-B, primary screen, selectivity assay for Bfl-1 inhibitor project, biochemical, fluorescence polarization | one-dose displacement, % at 20 µM; IC50 in µM for titrated hits | actives 0.11% (n = 96,000) | AID 748, 2007 | Bcl-2-like protein 10 (Homo sapiens) | FP displacement of FITC-TR3 peptide from Bcl-B; higher % means a stronger effect;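 active = displacement above 50% at 20 µM plus a fluorescence interference ratio under 1.5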;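 also: plate controls were wells without compound for no effect and wells lacking Bcl-B protein for full effect; a part of the inactive calls stands beside numbers as strong as those of hits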
NFkB transloc inh – inhibitors of IL-1B driven NFkB p65 nuclear import, primary screen, imaging, HUVEC, IL-1B stimulus, high-content imaging | HUVEC IL-1B NFkB p65 nuclear translocation imaging | inhibition, % at 2 µM | actives 0.43% (n = 94,000) | AID 796, 2007;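 active = inhibition above about 30% together with a positive call from visual inspection of the well image, limit read from the data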;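 also: nuclear over cytoplasmic p65 intensity ratio measured by imaging; 0% = IL-1B stimulated DMSO wells and 100% = unstimulated DMSO wells; values of inactives mirror those of a sister screen read the other way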
NFkB transloc pot – enhancers of NFkB p65 translocation in HUVEC – imaging, IL-1B stimulus, high-content imaging, primary screen; HUVEC IL-1B NFkB p65 nuclear translocation imaging; activation, % at 2 µM; actives 0.3% (n = 94,000); AID 819, 2007;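 active = activation above 40%, about the mean plus 3 SD, also judged a hit on visual image review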;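 also: percent activation is computed from the nuclear over cytoplasmic p65 intensity ratio; values of inactives mirror those of a sister screen read the other way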
PLAP inhibition – PLAP enzyme inhibitors, biochemical, luminescence, HTS (AID 690). Alkaline phosphatase, placental type (Homo sapiens). purified PLAP, luminescent substrate; higher % means a stronger effect. actives 0.08% (n = 96,000). one-dose inhibition, % at 20 µM; IC50 in µM for titrated hits; in the data active = a potency from the dose series; inactive = the rest, 99 in 100 with inhibition below about 30%; also: strong numbers were not always called active
MRP resist rev – reversal of MRP1-mediated doxorubicin resistance, primary screen, H69AR cells, doxorubicin co-treatment. H69AR cells + 2 uM doxorubicin, CellTiter-Glo, 72 h. differential viability (reversal), % at 10 µM. actives 0.04% (n = 85,000);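 active = viability drop by adding the cancer drug above about 55%, with treated viability meeting a 40% cutoff, limit read from the data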;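 also: viability without doxorubicin minus viability with 2 µM doxorubicin for each compound; larger differential means the compound sensitizes cells more to doxorubicin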
MRP resist rev cytotoxicity – also measured in MRP resist rev; calls as there; viability, %; H69AR cells, CellTiter-Glo, 72 h; measured here: cytotoxicity without doxorubicin
MRP resist rev with doxorubicin – recorded beside MRP resist rev, whose call it bears; viability, %; measured here: viability with 2 uM doxorubicin; stronger effect = lower value
NFkB transloc inh cell count 2 µM – recorded beside NFkB transloc inh, whose call it bears; cell count; measured here: cells passing quality filter;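 raw number of nuclei counted in each imaged well without normalization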
NFkB transloc pot cell count 2 µM – recorded beside NFkB transloc pot, whose call it bears; cell count; measured here: cells passing quality filter
Numbers without * were called inactive; x = no result given.

SMILES	Bcl-B displacement	NFkB transloc inh	NFkB transloc inh cell count 2 µM	NFkB transloc pot	NFkB transloc pot cell count 2 µM	PLAP inhibition	MRP resist rev	MRP resist rev cytotoxicity	MRP resist rev with doxorubicin
O=C(Nc1cccc(C(=O)N2CCOCC2)c1)c1ccccc1	-13%	-10	154	10	154	3%	8	90	82
ONC(=Nc1ccc(Cl)cc1)c1ccc(Cl)cc1	-5%	x	x	x	x	18%	x	x	x
COC(=O)c1sccc1NC(=S)N1CCCCC1C (configuration not stated)	-2%	-13	67	13	67	-15%	-3	89	92
O=C(Cn1nnc(-c2ccccc2)n1)Nc1ccccc1N1CCOCC1	-5%	-13	173	13	173	-12%	12	88	76
CCOC(=O)COc1c(C=O)cc(Br)cc1OC	-3%	-11	175	11	175	3%	x	x	x
CSc1ccc(C(=S)N2CCN(C)CC2)cc1	3%	1	136	-1	136	7%	-8	79	87
CCOC(=O)C1CCN(C(=O)Cc2ccc(OC)c(OC)c2)CC1	-4%	-10	161	10	161	-10%	-6	91	97
O=C(Cc1cccs1)Nc1ccc(-c2nnn(CC(=O)N3CCOCC3)n2)cc1	33%	x	x	x	x	-14%	1	88	87
Cc1ccc(CN(C(=O)c2c(F)cccc2F)C2CC(C)(C)NC(C)(C)C2)o1	12%	x	x	x	x	-73%	2	79	77
Cc1cc(Cl)c(S(=O)(=O)NCc2cccnc2)cc1OCC(=O)NC1CCCCC1	6%	-6	148	6	148	4%	9	100	91
Cc1nn(-c2ccccc2)c(C)c1P(=O)(c1ccccc1)N(C)C (configuration not stated)	-3%	-29	210	29	210	-10%	-8	92	100
Cc1ncc(CC(=O)n2cc(C(=O)c3cc(Cl)ccc3O)cn2)s1	-1%	x	x	x	x	-86%	-24	87	112
COc1cccc(-n2c(Cc3cc(=O)[nH]c(=O)[nH]3)nnc2SCC(=O)N2CCC(C)CC2)c1	2%	-14	128	14	128	-46%	-2	94	96
COc1ccc(S(=O)(=O)NCc2ccccc2Cl)cc1OC	-5%	11	151	-11	151	-22%	17	91	74
Cc1nc2ncnn2c(C)c1CCC(=O)N1CCN(C(=O)c2ccco2)CC1	-6%	-4	120	4	120	12%	-1	89	90
COc1cc(NC(=O)CN2C(=O)NC(C)(CCC(C)C)C2=O)cc(OC)c1 (configuration not stated)	8%	4	212	-4	212	-47%	-7	91	98
Cc1ccc(-c2csc3ncn(-n4c(C)ccc4C)c(=O)c23)o1	-12%	-31	163	31	163	-8%	20	75	56
O=C1CC(N2CCN(Cc3ccccc3)CC2)C(=O)N1c1ccccc1 (configuration not stated)	8%	-2	190	2	190	-10%	-3	102	105
O=C(COc1ccc(Cl)cc1)NCCSCc1cccc(Cl)c1	0%	-13	165	13	165	-8%	x	x	x
Cc1cccc(N=C2NN=C(c3ccc4c(c3)OCCO4)CS2)c1	-11%	-16	126	16	126	-12%	-12	77	89
CC1(C)CC(=O)C=C(Nc2ccc3c(c2)OCCO3)C1	-1%	6	180	-6	180	6%	10	95	85
O=S(=O)(NCCc1csc(-c2cccnc2)n1)c1cccs1	10%	-25	48	25	48	3%	x	x	x
CC1Cc2ccccc2N1C(=O)COC(=O)CNC(=O)c1ccc(Br)o1 (configuration not stated)	2%	-6	170	6	170	-8%	x	x	x
CCCCn1c(SCC(=O)NCc2ccco2)nc2cc(S(N)(=O)=O)ccc21	-10%	-6	154	6	154	-10%	-3	77	80
COc1ccc(NCc2nnc(SCC(=O)NCc3ccco3)n2-c2ccccc2OC)cc1	x	-7	136	7	136	x	24	104	80

Given bar-delimited: entries from further up
canonical_smiles | Bcl-B displacement | NFkB transloc inh | NFkB transloc inh cell count 2 µM | NFkB transloc pot | NFkB transloc pot cell count 2 µM | PLAP inhibition | MRP resist rev | MRP resist rev cytotoxicity | MRP resist rev with doxorubicin
Cc1nn(-c2ccccc2)c(C)c1P(=O)(c1ccccc1)N(C)C (configuration not stated) | -3% | -29 | 210 | 29 | 210 | -10% | -8 | 92 | 100
COc1ccc(S(=O)(=O)NCc2ccccc2Cl)cc1OC | -5% | 11 | 151 | -11 | 151 | -22% | 17 | 91 | 74
CC1Cc2ccccc2N1C(=O)COC(=O)CNC(=O)c1ccc(Br)o1 (configuration not stated) | 2% | -6 | 170 | 6 | 170 | -8% | x | x | x
ONC(=Nc1ccc(Cl)cc1)c1ccc(Cl)cc1 | -5% | x | x | x | x | 18% | x | x | x
COC(=O)c1sccc1NC(=S)N1CCCCC1C (configuration not stated) | -2% | -13 | 67 | 13 | 67 | -15% | -3 | 89 | 92
CCOC(=O)COc1c(C=O)cc(Br)cc1OC | -3% | -11 | 175 | 11 | 175 | 3% | x | x | x
O=C(COc1ccc(Cl)cc1)NCCSCc1cccc(Cl)c1 | 0% | -13 | 165 | 13 | 165 | -8% | x | x | x

An excerpt from above, limited to NFkB transloc pot and MRP resist rev with doxorubicin.
molecule | NFkB transloc pot | MRP resist rev with doxorubicin
CCOC(=O)C1CCN(C(=O)Cc2ccc(OC)c(OC)c2)CC1 | 10 | 97
O=C(Cc1cccs1)Nc1ccc(-c2nnn(CC(=O)N3CCOCC3)n2)cc1 | x | 87
Cc1ccc(CN(C(=O)c2c(F)cccc2F)C2CC(C)(C)NC(C)(C)C2)o1 | x | 77
Cc1cc(Cl)c(S(=O)(=O)NCc2cccnc2)cc1OCC(=O)NC1CCCCC1 | 6 | 91
Cc1nn(-c2ccccc2)c(C)c1P(=O)(c1ccccc1)N(C)C (configuration not stated) | 29 | 100

(listing goes on)
SMILES	Bcl-B displacement	NFkB transloc inh	NFkB transloc inh cell count 2 µM	NFkB transloc pot	NFkB transloc pot cell count 2 µM	PLAP inhibition	MRP resist rev	MRP resist rev cytotoxicity	MRP resist rev with doxorubicin
CCOc1ccc(C2=NNC(c3cccs3)=Nc3ccc(OCC)cc32)cc1	-10%	6	150	-6	150	-14%	x	x	x
O=C1c2cc(S(=O)(=O)NCCCO)ccc2-c2ccc(S(=O)(=O)NCCCO)cc21	-3%	-6	154	6	154	-15%	5	105	101
COCCN(C(C)=O)c1nnc(-c2cnccn2)s1	-2%	x	x	x	x	-7%	-6	94	101
Cc1cc(C)cc(N(CC(=O)Nc2cccc(C)n2)S(=O)(=O)c2c(C)noc2C)c1	x	-5	79	5	79	x	20	86	66
CCCN(CCC)CCCNC(=O)c1cn(CCOC)c(=O)c2c1c1ccccc1n2C	-4%	-8	211	8	211	-54%	-1	72	73
C=C(C)CSc1nc(N)c2c(C)c(C)sc2n1	-1%	-10	175	10	175	21%	6	93	86
CCCCCNC(=O)CCCCn1c(=O)[nH]c2cc(OCC)c(OCC)cc2c1=O	4%	-14	101	14	101	11%	-2	101	103
COc1ccc(Cl)cc1Nc1nc(C)cc(C)c1C(N)=O	x	-9	99	9	99	x	-5	92	98
O=C1CC(N2CCSCC2)C(=O)N1CCc1ccccc1 (configuration not stated)	-6%	-3	131	3	131	0%	2	95	93
CCOc1cc(/C=C2/NC(=S)NC2=O)ccc1OCc1ccc([N+](=O)[O-])cc1	-7%	-1	172	1	172	-74%	x	x	x
CCOc1ccccc1CNCCN1CCOCC1	3%	5	195	-5	195	1%	-8	92	100
O=S(=O)(c1ccccc1)N1N=C(c2cccs2)CC1c1ccc(F)cc1 (configuration not stated)	-3%	-1	125	1	125	-10%	x	x	x
COC(=O)C(CCSC)NC(=O)Cn1ncc2c(=O)oc3ccc(C)cc3c21 (configuration not stated)	-4%	x	x	x	x	-5%	16	93	77
CCCCOc1ccc(C(=O)NCC2(c3ccccc3)CCOCC2)cc1	-5%	x	x	x	x	-37%	x	x	x
CCCOc1ccc(C2C(C(=O)c3ccco3)=C(O)C(=O)N2CCCn2ccnc2)cc1 (configuration not stated)	-4%	-10	115	10	115	-52%	-14	93	106
COc1ccc(-c2nn(-c3ccccc3)cc2C(=O)O)cc1OC	-3%	-20	144	20	144	-53%	9	96	87
O=C(Nc1ccc(-c2nc3ccccc3o2)cc1)c1cccnc1	2%	-9	164	9	164	-27%	14	83	70
Nc1nc(-n2cnnc2)nn1-c1ccccc1	-1%	x	x	x	x	-1%	11	89	78
CCOC(=O)C1=C(C)N=C2SC(C)C(=O)N2C1c1cccc(F)c1 (configuration not stated)	0%	-18	55	18	55	-12%	21	97	76
Cc1ccc(NC(=O)COC(=O)Cn2c(C)csc2=O)cc1C	7%	-12	150	13	150	14%	-5	91	96
COc1cc(S(=O)(=O)N2CCN(C)CC2)ccc1Cl	x	10	158	-10	158	x	16	92	76
CC(Oc1ccccc1)C(=O)Nc1ccc(S(=O)(=O)NCC2CCCO2)cc1 (configuration not stated)	0%	-10	143	10	143	8%	8	104	97
CCSc1nnc(NC(=O)c2ccc3c(c2)OCO3)s1	-5%	9	145	-9	145	3%	10	100	90
N/C(CN1CCCC1=O)=N\OC(=O)c1ccccc1Cl	-1%	-16	185	16	185	11%	x	x	x
CCc1ccccc1NC(=O)N1CCC(NC(=O)C(Cc2ccc(OC)c(OC)c2)NC(C)=O)CC1 (configuration not stated)	11%	1	67	-1	67	-9%	-26	92	118

Three entries already listed, sorted by their value in Bcl-B displacement, descending:
Compound	Bcl-B displacement
CCOC(=O)C1=C(C)N=C2SC(C)C(=O)N2C1c1cccc(F)c1 (configuration not stated)	0%
COC(=O)C(CCSC)NC(=O)Cn1ncc2c(=O)oc3ccc(C)cc3c21 (configuration not stated)	-4%
CCOc1ccc(C2=NNC(c3cccs3)=Nc3ccc(OCC)cc32)cc1	-10%

More structures follow:
SMILES	Bcl-B displacement	NFkB transloc inh	NFkB transloc inh cell count 2 µM	NFkB transloc pot	NFkB transloc pot cell count 2 µM	PLAP inhibition	MRP resist rev	MRP resist rev cytotoxicity	MRP resist rev with doxorubicin
N#CC1=C(N)SC(N)=C(C#N)C1c1cccc(O)c1	-91%	1	65	-1	65	-14%	-14	86	100
Cc1ccc(-c2noc(CNc3ccccc3)n2)cc1	x	-9	170	9	170	x	-1	85	86
COCn1c(-c2ccc(OC)c(OC)c2)nc2ccccc21	1%	12	129	-12	129	8%	13	86	73
Cc1cc(C)n(CC(O)CN(c2ccccc2)S(=O)(=O)c2ccccc2)n1 (configuration not stated)	-10%	-4	150	4	150	1%	x	x	x
CCCn1c(SCC(=O)NC(C)(C)C)nnc1C(C)C	-6%	-8	169	8	169	4%	-5	91	96
CCc1ccc(NC(=O)CCn2cccc2)cc1	9%	2	152	-2	152	-5%	5	91	86
CCN(CC)C(=O)CSc1nnc(-c2ccc(O)cc2)n1CC1CCCO1 (configuration not stated)	5%	8	65	-8	65	5%	3	108	105
CCOC(=O)c1ccc(NC(=O)C(C)NS(=O)(=O)c2ccc(OC)cc2)cc1 (configuration not stated)	-5%	-29	137	29	137	8%	-6	83	89
S=C1NNC2(NN1)C1CC3CC(C1)CC2C3	x	3	139	-3	139	x	3	106	102
CC(=O)NCCOc1cccc2cccnc12	-1%	-8	165	9	55	23%	2	91	89
COc1ccc(OCC(=O)Sc2ccc(C)cc2)cc1	8%	-10	174	10	174	23%	-2	91	93
Cn1c(SCC(N)=O)nnc1C1CCN(C(=O)NC2CCCCC2)CC1	-15%	10	141	-10	141	12%	-6	93	100
Cc1ccc(S(=O)(=O)NCC(=O)N(CC(=O)NC2CCCC2)c2ccc3c(c2)OCCO3)cc1	13%	8	86	-8	86	-35%	-10	62	72
Cc1csc(NC(=O)C2C3C=CC(O3)C2C(=O)O)n1 (configuration not stated)	-11%	-8	118	8	118	7%	-7	100	107
Cc1ccc(-n2[nH]c(C)c(C=NC34CN5CN(CN(C5)C3)C4)c2=O)cc1C	-8%	3	156	-3	156	-18%	x	x	x
N#Cc1c(C(F)(F)F)cc(-c2ccco2)nc1SCc1ccccn1	-6%	-3	168	3	168	-6%	-2	82	84
Cc1cc(C)c2c(n1)nn1c(NCCN3CCOCC3)cc(C)nc21	8%	x	x	x	x	-67%	4	88	83
Cc1cc(Nc2cnc3ccccc3n2)n(-c2ccccc2)n1	6%	-7	123	7	123	-4%	-17	57	74

Screening results (PubChem)

Some of the compounds tested; the hit share may differ from the screen's.
